NPY-Y2 PAM-ag: NPY-Y2 potentiators or agonists, primary screen, cell-based; Neuropeptide Y receptor type 2 (Homo sapiens), P49146; cells expressing NPY-Y2, potentiator/agonist read-out; activation, % at 3.6 µM; hit rate 0.45% among 220,000; in the data active = activation above about 27%;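 also: cells stimulated with NPY near EC25 plus isoproterenol at EC100; 0% = vehicle plus submaximal agonist and 100% = vehicle plus saturating agonist; some results beyond the cut were filed as inactive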
EP2 modulator: EP2 receptor modulators, cAMP readout, primary screen, cell-based, HTRF cAMP, PGE2 stimulation; Prostaglandin E2 receptor EP2 subtype (Homo sapiens), P43116; EP2-expressing cells, cAMP HTRF FRET, PGE2 co-stimulation; induction, % at 25 µM; hit rate 0.83% among 260,000; AID 940, 2007;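 active = compounds whose cAMP rise, as percent of the full-agonist control response, exceeds 60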;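 also: rat C6 glioma line stably carrying human EP2 under a CMV promoter; the protocol text gives 20 µM as final concentration; 100% = response of wells given 1 µM PGE2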
zfTRPN1 agonist: zebrafish TRPN1 channel agonists, primary screen, cell-based, HEK293, calcium fluorescence | transient receptor potential cation channel N1 (TRPN1/NompC), Danio rerio | HEK293 zebrafish TRPN1-YFP, Fluo-8 calcium fluorescence; 100% = response to 87 µM carbachol | activation, % at 3 µM | hit rate 0.18% among 220,000 | AID 1424, 2008;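 active = activation above its plate's cutoff, the mean activation of test wells on that plate plus 3 SD, cut at about 19% in these data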;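 also: 0% = DMSO alone and 100% = 87 µM carbachol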
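Control set: carbachol 87 µM as high control, DMSO as low control; system: HEK293 stable line with zebrafish TRPN1-YFP; read-out: % activation versus carbachol response; detection: intracellular calcium fluorescence with Fluo-8; doses: single test compound dose, 3 µM nominal, 0.3% DMSO; schedule: dye 1 h 37 °C plus 30 min RT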
NPY-Y1 antag: NPY-Y1 receptor antagonists, primary screen, cell-based | HEK293-CNG Y1 cells, membrane potential fluorescence; NPY at EC95, then isoproterenol | inhibition, % at 3.6 µM | hit rate 1% among 200,000;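 active = inhibition above the campaign mean inhibition of all tested compounds plus 3 SD, cut at about 20% in these data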;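 also: 0% = DMSO wells given NPY plus isoproterenol and 100% = isoproterenol alone without NPY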
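Material: HEK293 Y1/CNG channel cell line; also added: NPY (25 nM), isoproterenol (1 µM), Ro 20-1724 (25 µM); doses: one concentration, 3.6 µM, in 0.4% DMSO; schedule: compound incubation 1 h at room temperature, readout 45 min post-stimulation; technique: membrane potential fluorescence; measure: fluorescence ratio normalized to % inhibition between controls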
S1P4 agonist: S1P4 receptor agonists, primary screen, cell-based | activation, % at 4.98 µM | hit rate 0.35% among 220,000 | AID 1509, 2009 | S1P4-expressing cell line, agonist reporter assay; in the data active = activation above about 11%;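 also: 0% = DMSO vehicle and 100% = reference agonist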
Target sequence (O95977 whole entry, looked up): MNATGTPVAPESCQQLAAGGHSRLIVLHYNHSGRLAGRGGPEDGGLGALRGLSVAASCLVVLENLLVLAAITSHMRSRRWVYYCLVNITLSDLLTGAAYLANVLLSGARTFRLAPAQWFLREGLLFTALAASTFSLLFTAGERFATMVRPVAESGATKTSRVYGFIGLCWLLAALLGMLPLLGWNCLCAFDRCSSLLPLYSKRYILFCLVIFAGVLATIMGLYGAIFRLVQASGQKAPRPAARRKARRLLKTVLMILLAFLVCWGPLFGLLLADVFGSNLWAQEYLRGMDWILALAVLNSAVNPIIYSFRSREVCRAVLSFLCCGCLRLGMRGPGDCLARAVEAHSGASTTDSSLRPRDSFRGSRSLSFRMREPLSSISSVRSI
TRPML3 ag: human TRPML3 channel agonists, primary screen, cell-based, HEK293 TRPML3-YFP, Fluo-8 calcium fluorescence, 3 µM; hit rate 0.29% among 220,000; AID 1448, 2008; 100% = the carbachol control signal; activation, % at 3 µM; Mucolipin-3 (Homo sapiens), Q8TDD5;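 active = activation above its plate's cutoff, the mean activation of the plate's test wells plus 3 SD, cut at about 12% in these data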;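 also: 0% = DMSO only wells and 100% = carbachol wells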
Target sequence (Q8TDD5 whole entry, looked up): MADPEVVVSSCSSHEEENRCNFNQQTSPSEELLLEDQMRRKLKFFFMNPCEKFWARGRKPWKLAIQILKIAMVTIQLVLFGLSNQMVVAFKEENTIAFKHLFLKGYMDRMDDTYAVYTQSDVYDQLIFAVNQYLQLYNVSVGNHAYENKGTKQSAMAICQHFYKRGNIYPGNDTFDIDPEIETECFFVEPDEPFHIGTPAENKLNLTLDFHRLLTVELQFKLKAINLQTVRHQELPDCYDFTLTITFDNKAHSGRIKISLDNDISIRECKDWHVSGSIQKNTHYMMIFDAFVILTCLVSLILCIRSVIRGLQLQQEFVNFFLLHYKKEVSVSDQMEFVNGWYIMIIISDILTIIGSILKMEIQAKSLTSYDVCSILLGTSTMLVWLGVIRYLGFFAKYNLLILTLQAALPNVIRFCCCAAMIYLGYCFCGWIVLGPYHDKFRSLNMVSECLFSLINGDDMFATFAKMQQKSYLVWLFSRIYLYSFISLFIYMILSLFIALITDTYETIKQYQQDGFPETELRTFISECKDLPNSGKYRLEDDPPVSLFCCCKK
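Material: TRPML3-YFP stable HEK293 cells | Dosing: One concentration, 3 µM nominal, 0.3% DMSO | Timing: 125 s total fluorescence read per well | Technique: Fluo-8 calcium dye fluorescence, ex 470-495, em 515-575 nm | Measure: Percent activation from peak-to-basal fluorescence ratio, scaled between DMSO and carbachol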
S1P4 antagonist: S1P4 receptor antagonists, primary screen, cell-based | Sphingosine 1-phosphate receptor 4 (Homo sapiens), O95977 | hit rate 0.26% among 220,000 | AID 1510, 2009 | inhibition, % at 4.98 µM | S1P4-expressing cells, antagonist mode, reporter read-out; in the data active = inhibition above about 29%;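 also: 0% = wells stimulated with agonist and 100% = vehicle wells without agonist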
CHOP inh: inhibitors of CHOP promoter induction, primary screen, cell-based, unfolded protein response, luciferase reporter. CHO-K1 CHOP-promoter luciferase, tunicamycin-induced, 15-18 h. inhibition, % at 10 µM. hit rate 3.8% among 220,000;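 active = compounds that reduced the stress-induced luciferase reporter signal by more than about 70% of percent inhibition, limit read from the data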;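 also: 0% = tunicamycin plus vehicle and 100% = wells without tunicamycin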
NPY-Y1 PAM-ag: NPY-Y1 receptor potentiators or agonists, primary screen, cell-based | Neuropeptide Y receptor type 1 (Homo sapiens), P25929 | NPY-Y1 expressing cells, potentiator/agonist activation | activation, % at 3.6 µM | hit rate 0.37% among 220,000 | AID 1304, 2008; in the data active = activation above about 33%, passing the limit was not always enough;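 also: cells stimulated with NPY at EC10 then isoproterenol at EC100; 0% = low agonist plus stimulus and 100% = saturating agonist plus stimulus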
Numbers without * were called inactive; . = not tested or not shown.

SMILES	NPY-Y2 PAM-ag	EP2 modulator	zfTRPN1 agonist	NPY-Y1 antag	S1P4 agonist	TRPML3 ag	S1P4 antagonist	CHOP inh	NPY-Y1 PAM-ag
Cn1c(=O)c([N+](=O)[O-])c(NCC2CCCO2)c2ccccc21 (stereo not drawn)	-5	15	-0.5	.	0.8	0.6	-7	6	-22
CCc1nn(-c2cc(Oc3ccccc3)nc(-c3ccccc3)n2)c(N)c1C#N	-10	8	1.7	4	-0.7	0.9	14	31	-19
COCCOC(=O)C1=C(C)NC(=O)NC1c1cccs1 (stereo not drawn)	15	19	2.1	3	-0.6	1.0	12	-3	-3
C#CCOc1nc(OCC#C)nc(OCC#C)n1	3	5	1.4	-3	-0.7	0.9	1	-4	-21
Cc1ccc(O)c(C(=O)c2cnc3c(c2)CN(CCC(C)C)C(=O)N3)c1	7	14	-0.4	4	-0.6	-0.4	-19	-3	-15
CCN(CC)S(=O)(=O)c1ccc(C(=O)NCCc2ccccn2)cc1	6	-2	0.7	-1	0.4	1.5	-3	19	1
COc1ccc(N/C=C2/Sc3ccccc3NC2=O)cc1	8	-5	-0.4	-3	2.5	-0.2	-12	1	10
O=C1CC(C(=O)N2CCN(c3ccc(F)cc3)CC2)CN1CCc1ccccc1 (stereo not drawn)	4	12	1.4	0	2.5	0.5	-6	20	0
CC1(C)CC(=O)C=C(NCC2CCCO2)C1 (stereo not drawn)	-4	24	-0.1	-2	0.0	0.8	3	-1	4
Cc1ccc(CSc2ccc3nnc(-c4cccnc4)n3n2)cc1	2	13	1.1	-1	1.0	0.6	-4	-7	0
COc1cccc(-n2c(Cc3cc(=O)[nH]c(=O)[nH]3)nnc2SCC(=O)NC2CCCCC2)c1	3	14	0.6	-4	-0.6	-0.1	-10	0	-12
CN1CCN(CC(=O)Nc2nnc(-c3cccs3)s2)CC1	3	6	-0.7	-8	1.1	0.5	-13	8	-10
COc1ccc(Cl)cc1NC(=O)CN1CCc2ccccc21	-10	48	-2.5	2	0.0	0.2	5	19	-3
COc1ccc(C(=O)COC(=O)CN2C(=O)C3C4C=CC(C5CC45)C3C2=O)cc1 (stereo not drawn)	4	5	2.3	4	-1.0	1.9	-8	5	-2
O=C(CCSc1ccccc1)NC(=O)COC(=O)C1CCCCC1	-19	-9	-0.6	2	-3.4	-0.6	-1	70*	-13
Cc1cc2cc3c(N)[nH]nc3nc2cc1C	-25	-30	-1.1	-1	0.8	-0.4	-4	24	-9
O=C1C2CCCCN2C(=O)N1CCN1CCN(c2ccc([N+](=O)[O-])cc2)CC1 (stereo not drawn)	-2	4	0.9	3	-0.1	3.2	3	9	-1
Cc1cccc(C(=O)NNS(=O)(=O)c2ccccc2[N+](=O)[O-])c1	-6	11	0.8	8	1.0	0.3	-26	6	-24
COc1ccc(N=NC2=C(O)CC(C)(C)CC2=O)cc1	2	-5	2.0	3	-0.3	0.2	-8	-4	-12
c1cnc(Nc2nc(-c3ccc4ccccc4c3)cs2)nc1	5	8	0.8	1	-0.1	0.2	-6	3	5
CC(C)CCN(C)C1CCN(S(=O)(=O)c2cccc(C(F)(F)F)c2)CC1	-6	-2	1.4	10	1.1	0.0	-19	16	-8
CC1CCN(c2cc(N3CCC(C)CC3)c([N+](=O)[O-])cc2/C=C(\C#N)c2nn(-c3ccccc3)c(N)c2C#N)CC1	-4	1	-0.1	0	1.2	0.0	-13	10	21
Cc1ccc(/C=N/Nc2nc(C)cc(C)n2)cc1	-5	-16	0.3	.	0.7	0.3	-12	-6	-6
CC(=C/c1ccccc1)/C=N/NC(=O)CSc1nc(C)cc(C)n1	-6	5	-0.7	15	-0.7	0.3	-17	41	-24
Cc1c(NC(=O)Nc2cccs2)cccc1[N+](=O)[O-]	2	-55	5.4	3	-2.6	5.8	-21	24	5
Cc1ccc(NC(=O)NNC(=O)C2CCN(Cc3ccc(F)cc3Cl)CC2)cc1	-2	-1	-0.5	3	1.8	-0.1	-10	42	15
CCc1ccc(Nc2c([N+](=O)[O-])c(=O)oc3ccccc23)cc1	-3	-13	1.5	.	0.1	0.2	-4	39	11
Cn1c(CN2CCN(CC#N)CC2)c(C#N)c2ccccc21	-1	-8	1.6	4	-1.0	0.4	-22	-8	0
Cc1ccccc1NC(=S)Nc1ccc2[nH]c(=O)[nH]c2c1	-9	0	1.7	.	-0.7	1.0	-10	8	-4
Clc1ccc(-c2nc3ccccn3c2CN2CCCCC2)cc1	-9	66*	-2.8	7	0.4	-1.0	8	17	-10
Cc1cccc(OCC(=O)NCC(=O)n2nc(C)cc2C)c1	-1	0	-0.2	-2	0.3	0.6	5	20	-28
Cc1ccc(C(=O)Nn2c(N)c(S(=O)(=O)c3ccc(C)cc3)c3nc4ccccc4nc32)cc1	-11	-11	1.0	3	1.1	1.0	-12	13	-42
Cc1c(Cl)cnc(NC(=O)COC(=O)c2ccc(S(=O)(=O)NCc3ccco3)cc2)c1Cl	5	-10	-0.2	6	-0.9	0.4	2	10	5
COc1ccc(C2C3=C(CC(C)(C)CC3=O)Oc3ncn(CCO)c(=N)c32)cc1OC (stereo not drawn)	-5	20	0.5	2	2.4	0.6	-21	-21	1
c1ccc2[nH]c(CN3CCCCC3)nc2c1	8	-1	-0.6	5	1.5	0.1	-3	2	1
O=S(=O)(NCC1OCCc2ccccc21)c1ccccc1 (stereo not drawn)	14	-12	0.2	3	-0.5	0.1	8	-7	12
Cc1c(C(=O)O)c(=S)sn1CCOc1ccccc1	10	10	-0.1	-2	-0.4	0.1	0	19	7
COC(=O)c1sc2nc(SCC(=O)N(C)c3ccccc3)n(N)c(=O)c2c1C	-16	-20	0.7	-5	1.4	1.0	-10	-2	-6
COC(=O)c1sccc1NC(=O)c1ccc(Br)s1	-7	15	0.1	3	1.3	0.1	4	67	-1
CN(C)c1ccc(NC(=O)c2sc(SCC(=O)Nc3nccs3)nc2N)cc1	14	-18	3.4	-6	0.5	0.5	6	-5	23
CCc1c(C)nc(SCC(=O)N2CCN(c3ccccc3)CC2)[nH]c1=O	-11	19	-0.1	18	0.3	0.6	-5	51	-12
COc1ccccc1OCCSc1ncnc2nc[nH]c12	-3	8	2.2	0	0.6	1.5	-10	36	-8
COC(=O)CNC(=O)c1ccc(NS(=O)(=O)c2cc([N+](=O)[O-])ccc2Cl)cc1	-11	5	2.6	.	0.7	0.1	11	-5	-2
COc1cccc(C(C)NC(=O)Nc2ccccc2Cl)c1 (stereo not drawn)	-8	-46	-2.8	-2	1.2	-0.6	-9	15	15
COCc1cc(C)n(CC(=O)OC)c(=O)c1C#N	8	10	0.0	2	0.8	0.6	14	-1	15
CCC1(C)OC(=O)N2CCc3c(C)[nH]c4c(C)ccc(c34)C21C (stereo not drawn)	9	40	1.1	0	-1.6	0.5	-3	30	25
CCc1c(C)nc(SC(C(=O)O)c2ccccc2)c(C#N)c1C (stereo not drawn)	-13	9	1.2	3	0.4	0.3	-12	-5	3
Cc1ccc2c(c1)C(O)(CC(=O)/C=C/C=C/c1ccccc1)C(=O)N2 (stereo not drawn)	18	-22	-0.2	2	-0.9	0.5	-14	1	1
CCOC(=O)NC(O)C(=O)c1cccs1 (stereo not drawn)	6	9	-0.3	-3	0.3	0.4	4	24	-2
COc1ccc2oc(N)c(C=O)c(=O)c2c1	1	-8	0.9	.	0.8	0.6	18	13	-31

Full records from above.
`CCc1c(C)nc(SC(C(=O)O)c2ccccc2)c(C#N)c1C` (stereo not drawn) reads NPY-Y2 PAM-ag = -13; EP2 modulator = 9; zfTRPN1 agonist = 1.2; NPY-Y1 antag = 3; S1P4 agonist = 0.4; TRPML3 ag = 0.3; S1P4 antagonist = -12; CHOP inh = -5; NPY-Y1 PAM-ag = 3
`COc1ccccc1OCCSc1ncnc2nc[nH]c12` reads NPY-Y2 PAM-ag = -3; EP2 modulator = 8; zfTRPN1 agonist = 2.2; NPY-Y1 antag = 0; S1P4 agonist = 0.6; TRPML3 ag = 1.5; S1P4 antagonist = -10; CHOP inh = 36; NPY-Y1 PAM-ag = -8

(cont.)
SMILES	NPY-Y2 PAM-ag	EP2 modulator	zfTRPN1 agonist	NPY-Y1 antag	S1P4 agonist	TRPML3 ag	S1P4 antagonist	CHOP inh	NPY-Y1 PAM-ag
O=C(Nc1ccc2c(c1)OCO2)N1CCN(Cc2ccco2)CC1	-1	4	-0.2	-3	-1.1	1.1	-2	11	5
CC(/C=C/c1ccc2c(c1)OCO2)=N/NC(=O)C1COc2ccccc2O1 (stereo not drawn)	-4	-66	-1.0	12	0.7	-0.2	-18	-6	-4
Cc1nnc(SCC(=O)NNC(=O)c2ccco2)n1-c1cccc(Cl)c1	6	-3	1.8	-2	-2.0	0.7	16	1	0
Cc1ccc(OC(=O)NC2CCS(=O)(=O)C2)cc1C (stereo not drawn)	8	-22	0.7	-2	-0.2	-0.4	-8	-11	4
O=C(NC(NC(=S)Nc1c(Cl)cccc1Cl)C(Cl)(Cl)Cl)OCc1ccccc1 (stereo not drawn)	12	-33	-0.3	22*	-1.8	0.7	8	-31	27
COC(=O)c1scc(C)c1NC(=O)Nc1ccccc1	-5	23	-0.9	0	1.4	-0.3	-9	33	-6
Cc1ccc(S(=O)(=O)N2CCCCC2)cc1C(=O)c1nccn1C	-19	1	-0.7	-6	-0.7	-0.2	-2	14	-19
CC(=O)c1c(N2CCN(c3ccc(F)cc3)CC2)nc(=S)n(Cc2ccccc2)c1C	14	-16	-1.2	-3	0.2	7.3	-5	-1	-4
Cc1onc(-c2ccccc2)c1C(=O)NNC(=S)NC(=O)c1ccc2c(c1)OCO2	-12	-16	23*	.	0.1	23*	-7	14	-7
C/C=C/c1ccccc1OCc1ccc(C(=O)OC)o1	-18	28	-2.9	4	-3.1	-1.4	0	25	-36
O=C(NCc1ccccc1)c1cc(S(=O)(=O)N2CCCCC2)ccc1N1CCOCC1	-6	-8	-0.3	2	-0.8	0.7	5	-6	-3
N#C/C(=C(/O)c1ccc([N+](=O)[O-])cc1)c1nnc2n1CCCCC2	6	21	-0.3	1	-2.2	0.0	-11	3	-6
O=C(CSc1nc2ccccc2c(=O)[nH]1)c1cccs1	-2	1	-0.6	1	3.4	-0.7	-18	9	-25
CCn1c(=O)c2c3c(sc2n2cnnc12)CCC3	2	18	-0.8	2	2.1	-0.5	-7	-23	19
NC(=O)Nc1cccc2ccccc12	-2	-2	-0.4	4	1.5	0.9	-26	-5	-3
CCC(C)Oc1ccc(/C=C/c2[nH]c(=O)[nH]c(=O)c2[N+](=O)[O-])cc1OC (stereo not drawn)	-5	-70	-0.5	-2	-0.5	0.7	7	22	-5

Screens: PubChem, several laboratories
